Mdm2 MdmX PPI: inhibitors of human Mdm2/MdmX interaction | SaOS-2 split-luciferase Mdm2/MdmX complementation, luminescence | inhibition, % at 8 µM | 330,000 tested, 3% active | AID 485346;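 active = inhibition of at least 50% at 8 µM in the primary screen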
Jurkat NFkB inh: lowers PMA/ionomycin-induced NF-kB signal in Jurkat cells; PMA/ionomycin-induced NF-kB luciferase reporter, luminescence; 330,000 tested, 0.53% active; AID 435003; inhibition, % at 4 µM; in the data active = inhibition above about 50%
CCR6 antag: antagonists of human CCR6 receptor; CHO-K1 CCR6 PathHunter beta-arrestin, luminescence, CCL20-stimulated; inhibition, % at 20 µM; 340,000 tested, 0.49% active; AID 493098;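 active = compounds whose inhibition of the agonist-driven luminescence signal at 20 µM reaches about 50%, limit read from the data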;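 note: cells stimulated with CCL20 at 14 nM final; plate controls were DMSO with CCL20 for no effect and DMSO without agonist for full effect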
Target sequence (P51684 whole entry, looked up): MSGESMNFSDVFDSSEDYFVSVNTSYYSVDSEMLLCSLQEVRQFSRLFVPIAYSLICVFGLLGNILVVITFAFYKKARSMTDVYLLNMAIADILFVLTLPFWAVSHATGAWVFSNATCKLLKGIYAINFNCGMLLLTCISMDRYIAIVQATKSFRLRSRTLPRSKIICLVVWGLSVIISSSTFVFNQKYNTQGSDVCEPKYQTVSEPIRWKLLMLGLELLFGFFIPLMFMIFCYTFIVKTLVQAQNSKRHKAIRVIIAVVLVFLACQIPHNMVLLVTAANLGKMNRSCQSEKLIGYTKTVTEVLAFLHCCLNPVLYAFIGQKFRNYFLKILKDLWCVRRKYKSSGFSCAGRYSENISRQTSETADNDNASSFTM
697 NFkB inh: lowers PMA/ionomycin-induced NF-kB signal in 697 B cells; inhibition, % at 4 µM; 330,000 tested, 0.33% active; 697 B-cell NF-kB luciferase reporter, 16 h; in the data active = inhibition above about 35%
Gli-Sufu antag: Gli-Sufu pathway antagonism. Sufu-KO-LIGHT fibroblasts, Gli luciferase reporter luminescence. inhibition, % at 5 µM. AID 588413. 340,000 tested, 0.74% active;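 active = inhibition above about 55%, limit read from the data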;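 note: 0% = DMSO-treated cells and 100% = wells with medium but no cells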
CHOP UPR activ: apoptotic UPR (CHOP) activation; CHO-CHOP luciferase reporter, luminescence; percent of tunicamycin response over DMSO baseline; activation, % at 10 µM; 330,000 tested, 0.34% active; AID 449763;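 active = at 10 µM dose, activation of 40% or more, normalized to positive control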;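 note: 100% = tunicamycin at 10 µg/mL and 0% = DMSO alone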
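Assay system: CHO cells with stable CHOP pathway luciferase reporter; Buffer or medium: F12 plus 10% serum; Times: 16-18 h cell attachment, then 6 h compound exposure, 37 °C; Signal: luciferase luminescence; Read-out basis: percent activation relative to tunicamycin control; Control set: tunicamycin high control, DMSO low control.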
CXCR6 block: CXCR6 (human) receptor inhibition; O00574; CHO-K1 PathHunter CXCR6 beta-arrestin, luminescence; inhibition, % at 20 µM; 360,000 tested, 0.36% active; in the data active = inhibition above about 34%, passing the limit was not always enough;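 note: antagonist mode with CXCL16 agonist at 10 nM final; 0% = 10 nM CXCL16 with DMSO and 100% = unstimulated wells without agonist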
Target sequence (O00574 whole entry, looked up): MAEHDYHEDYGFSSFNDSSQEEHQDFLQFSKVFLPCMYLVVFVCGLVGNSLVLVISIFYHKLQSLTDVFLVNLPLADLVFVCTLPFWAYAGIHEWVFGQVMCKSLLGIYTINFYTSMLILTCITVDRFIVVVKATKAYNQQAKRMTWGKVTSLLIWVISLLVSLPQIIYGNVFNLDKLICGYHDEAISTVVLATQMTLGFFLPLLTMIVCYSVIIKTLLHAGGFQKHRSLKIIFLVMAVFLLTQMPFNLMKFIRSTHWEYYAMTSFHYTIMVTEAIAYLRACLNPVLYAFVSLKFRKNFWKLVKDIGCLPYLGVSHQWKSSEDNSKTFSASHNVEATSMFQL
XBP1 UPR activ: activators of adaptive arm of unfolded protein response (XBP1); CHO-XBP1 luciferase reporter, IRE1-XBP1 UPR activation, luminescence; percent of tunicamycin response, DMSO as zero; activation, % at 20 µM; 330,000 tested, 0.33% active; AID 463104;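 active = versus positive control, 20 µM dose yields 30% or more activation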;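 note: 100% = tunicamycin at 10 µg/mL and 0% = DMSO only wells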
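Material: CHO cell line with stable XBP1 luciferase reporter; schedule: 16-18 h cell attachment at 37 °C, then 6 h compound exposure; signal: glow luminescence from Steady-Glo reagent; medium: serum-containing F12 medium, 10% FBS; benchmarks: tunicamycin 10 µg/mL and vehicle-only wells; read-out: percent activation relative to tunicamycin reference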
EBI2 antag: EBI2 (human) antagonism; P32249; EBI2 beta-arrestin recruitment, luminescence, 7a,25-OHC stimulated; inhibition, % at 5 µM; 360,000 tested, 0.81% active; AID 651636; in the data active = inhibition above about 38%;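 note: enzyme fragment complementation signal reports receptor beta-arrestin coupling in cells; 0% = agonist plus DMSO wells and 100% = wells without agonist; some results beyond the cut were filed as inactive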
Target sequence (P32249 whole entry, looked up, the tested form may be a part): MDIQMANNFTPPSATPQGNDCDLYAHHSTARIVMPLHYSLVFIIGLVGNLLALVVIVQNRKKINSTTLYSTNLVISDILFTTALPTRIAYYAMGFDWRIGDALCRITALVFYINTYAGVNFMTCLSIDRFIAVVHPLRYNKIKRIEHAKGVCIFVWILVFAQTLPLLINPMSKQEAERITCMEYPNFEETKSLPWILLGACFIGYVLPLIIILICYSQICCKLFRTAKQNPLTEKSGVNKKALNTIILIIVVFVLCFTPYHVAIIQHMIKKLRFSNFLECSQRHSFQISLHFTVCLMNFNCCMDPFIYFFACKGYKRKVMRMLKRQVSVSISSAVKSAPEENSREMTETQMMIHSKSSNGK
Numbers without * were called inactive; x = no result given. No enrichment for hits; 5% or so of the library scored in one or more.

Preview:
SMILES | Mdm2 MdmX PPI | Jurkat NFkB inh | CCR6 antag | 697 NFkB inh | Gli-Sufu antag | CHOP UPR activ | CXCR6 block | XBP1 UPR activ | EBI2 antag
Cc1ccccc1NC(=O)COC(=O)/C=C/c1cccc(C(F)(F)F)c1 | 14 | 17 | 3 | 8 | 0 | -0.9 | 0 | -1 | -20
CCOC(=O)c1[nH]cnc1C(=O)N1CCN(C(=O)OC(C)(C)C)CC1 | 12 | -6 | 6 | 1 | 3 | 2.9 | -5 | -1 | -4

The whole of this part (from the top)
SMILES | Mdm2 MdmX PPI | Jurkat NFkB inh | CCR6 antag | 697 NFkB inh | Gli-Sufu antag | CHOP UPR activ | CXCR6 block | XBP1 UPR activ | EBI2 antag
Cc1ccccc1NC(=O)COC(=O)/C=C/c1cccc(C(F)(F)F)c1 | 14 | 17 | 3 | 8 | 0 | -0.9 | 0 | -1 | -20
CCOC(=O)c1[nH]cnc1C(=O)N1CCN(C(=O)OC(C)(C)C)CC1 | 12 | -6 | 6 | 1 | 3 | 2.9 | -5 | -1 | -4
Cn1cnc([N+](=O)[O-])c1Sc1nnc(-c2cccnc2)n1C | x | x | -4 | x | 2 | x | -6 | x | 3
CC1(C(=O)NC2CCCCCCC2)CC1(Cl)Cl (configuration not stated) | 5 | 3 | 4 | 19 | 2 | -1.2 | 0 | 0 | -7
CCCC(=O)c1cc(-c2nc3ccccc3n2C)n(C)c1 | -10 | -18 | 1 | -38 | -5 | -0.4 | 3 | 3 | 4
CCn1nnc(NC(=O)C(C)(c2ccccc2)c2ccccc2)n1 | -4 | -5 | -7 | -17 | -1 | -0.4 | 6 | -1 | -2
Cc1c2cnn(CC(=O)N3CCOCC3)c(=O)c2c(C)n1Cc1ccccc1F | 5 | -3 | 0 | 10 | 2 | 1.4 | -5 | -1 | 5
O=C(Nc1nnc(S(=O)(=O)N2CCN(c3ccc(F)cc3)CC2)s1)c1ccccc1 | -8 | -26 | 17 | -148 | -8 | 7.1 | -8 | 2 | -2
COc1ccccc1CN1C(=O)CN(C2CCCC2)C(=O)C1c1ccc(F)cc1 (configuration not stated) | -27 | 4 | 7 | -3 | 2 | 0.2 | 0 | 0 | -2
Cc1cc(C)c(C)c(S(=O)(=O)NCCN2CCOCC2)c1C | 5 | 9 | -3 | 7 | 7 | 2.6 | 14 | -4 | -15
CC(=O)NS(=O)(=O)c1ccc(NC(=O)CSc2ccc(C)cc2)cc1 | -14 | 18 | -8 | 7 | 9 | 1.4 | -4 | -3 | -6
Cc1ccc(OCC(=O)N2N=C(C(F)(F)F)CC2(O)C(C)(C)C)cc1C (configuration not stated) | 23 | -16 | 10 | -71 | 8 | -2.4 | 0 | -1 | 12
CC(=O)N(CCC(c1ccco1)C(C)C)Cc1ccc(Cl)cc1 (configuration not stated) | 9 | 11 | 5 | 6 | -8 | 0.7 | -2 | -3 | 13
O=C(CCCC(=O)OCC(Cl)=C(Cl)Cl)Nc1ccccc1 | 8 | 5 | 7 | -36 | -4 | 3.9 | -9 | -1 | 0
Cn1c(=O)c2c(nc(SCCNS(=O)(=O)c3ccccc3)n2C)n(C)c1=O | 1 | 13 | 11 | -1 | 7 | -0.5 | 2 | 2 | 0
O=C(CSc1nnc(-c2cccc(S(=O)(=O)N3CCCC3)c2)n1-c1ccccc1)Nc1cccc(C(=O)O)c1 | 18 | 4 | 1 | 13 | -3 | 1.3 | 0 | 1 | -12
O=C(Nc1nc2cc3c(cc2s1)OCO3)c1cccc(N2C(=O)CCC2=O)c1 | -3 | -3 | -8 | -21 | -13 | 5.9 | 6 | 2 | 10
CCC1=NC(c2ccc(OC)cc2OC)N(O)C1(C)C (configuration not stated) | -1 | 23 | 19 | 26 | 35 | 2.9 | 17 | 0 | -9
O=C(Nc1ccc2c(c1)CCC2)C1COc2ccccc2O1 (configuration not stated) | -34 | -71 | -4 | 6 | 4 | 3.3 | -2 | 2 | 1
Cc1[nH]c2ccccc2c1CCN(Cc1cccs1)C(=S)NC(C)(C)C | 9 | -9 | 1 | -11 | -1 | -1.2 | 9 | 2 | 2
CCOc1ccc(CCNC(=O)CCC(=O)N2CCSc3ccccc32)cc1OCC | 6 | 20 | 8 | -5 | 0 | -1.2 | 6 | 1 | -13
COc1ccc(CNC(=O)Cn2nc(C)n3cccc3c2=O)cc1 | 4 | -1 | 2 | 10 | -14 | 2.0 | 7 | 0 | -2
COc1ccc(S(=O)(=O)N2CCCC(C(=O)Nc3ccc(OC)c(OC)c3)C2)cc1 (configuration not stated) | 13 | -1 | 2 | 8 | 0 | -2.2 | -5 | 4 | -6
CN(CC1CCOCC1)C(=O)CC1C(=O)NCCN1CC1CCCCC1 (configuration not stated) | -14 | -3 | 0 | 11 | 5 | 0.9 | 7 | -2 | 0
CC(C)Cn1nc(NS(=O)(=O)c2ccccc2)c2cc3ccccc3nc21 | -5 | -2 | 27 | 17 | 2 | 0.4 | 10 | 0 | 6
NC(=O)C1(N2CCCCC2)CCN(CC(=O)Nc2ccccc2Sc2ccccc2)CC1 | 25 | 4 | -1 | -27 | 0 | 0.7 | 5 | -1 | 6
CCC1(C)Cc2ccccc2-c2nc(SCC(N)=O)[nH]c(=O)c21 (configuration not stated) | -13 | 9 | 4 | 14 | x | -0.5 | -9 | -7 | 5
COc1ccc(C(=O)NNC2=NCCCCC2)cc1 | 7 | -5 | 3 | 12 | -11 | 2.8 | 3 | 9 | 1
O=C(NCc1ccccn1)Nc1ccc(F)c(Cl)c1 | 6 | 11 | -13 | 1 | -3 | 1.4 | 0 | 0 | -6
O=C(COC(=O)c1ccc(S(=O)(=O)N2CCOCC2)cc1)Nc1nc(-c2ccccc2)cs1 | 4 | -14 | -1 | 2 | 8 | 0.4 | 0 | -1 | 8
COc1ccc(NC(=O)N(C)C[C@H]2Oc3c(NC(=O)NC4CCCCC4)cccc3C(=O)N([C@H](C)CO)C[C@@H]2C)cc1 | 15 | 1 | 8 | 17 | -11 | 1.7 | -1 | -2 | -6
Cc1ccc(S(=O)(=O)N(CCC(=O)NCC(c2ccccc2)N(C)C)c2ccccc2)cc1 (configuration not stated) | x | x | 13 | x | 12 | x | 2 | x | 1
Cc1ccc(CN2[C@@H](CC3CCCCC3)COCCS2(=O)=O)cc1 | -25 | -1 | 9 | 1 | 5 | -0.7 | 4 | 0 | 13
Cc1nnc(NC(=O)c2cc(-c3ccco3)nc3ccccc23)s1 | 31 | 13 | x | 9 | x | -0.8 | 16 | 3 | -4
O=C(CSc1nc2ccccc2c(=O)n1CCCO)NCc1ccccc1 | 12 | 18 | 6 | -6 | 7 | -0.9 | 2 | -4 | -3
COc1ccc2c(c1)c(CC(=O)NCc1cc([N+](=O)[O-])ccc1O)c(C)n2C(=O)c1ccc(Cl)cc1 | 3 | 6 | 17 | 4 | 6 | 2.4 | 15 | -5 | -8
CCOC(=O)C1C(=O)C(=O)N(C(C)C)C1C(=O)OCC (configuration not stated) | x | x | 3 | x | 2 | x | -5 | x | -9
Cc1c(NS(=O)(=O)c2cc(C(=O)NCc3cccnc3)cc(Cl)c2Cl)c(=O)n(-c2ccccc2)n1C | -12 | -13 | 7 | 0 | -5 | 0.3 | 13 | -3 | 2
CCNC(=O)C(=O)NCC(c1ccc2c(c1)OCO2)N1CCOCC1 (configuration not stated) | 13 | -5 | 0 | 13 | x | -0.1 | 0 | -2 | -8
CCOC(=O)c1c(C)[nH]c(C(=O)COC(=O)/C=C/c2ccc3c(c2)OCO3)c1C | 12 | 1 | -8 | 8 | 3 | 0.7 | -2 | 1 | 2
CC(C)c1ccc(-c2nc3c([nH]2)c(=O)n(C)c(=O)n3C)cc1 | 8 | -3 | 1 | 1 | 3 | 0.5 | 2 | 4 | -28
COC(=O)c1c(NC(=O)CS(=O)(=O)c2ccccc2)sc(C)c1C | 2 | 12 | 8 | -27 | -11 | 1.1 | -6 | -1 | 5
CC(=O)OCCn1c(C)[n+](CCOC(C)=O)c2cc(Cl)c(Cl)cc21 | -2 | 11 | 8 | 23 | 0 | 0.1 | -8 | 0 | -2
COc1cccc(N(CC(=O)Nc2cccc(N(C)S(C)(=O)=O)c2)S(C)(=O)=O)c1 | 6 | -4 | 17 | 2 | -10 | -1.3 | -5 | 1 | -2
O=C(O)c1cc(-c2ccccc2Cl)n(-c2ccc(F)cc2)n1 | 17 | -6 | 15 | 12 | 0 | 1.6 | -16 | -1 | 3
O=C(Nc1ccc2c(c1)OCO2)c1ccc(S(=O)(=O)N2CCCC2)cc1 | 5 | 2 | 9 | 6 | -13 | -0.8 | -3 | 4 | 13
O=C(Nc1ccn(Cc2c(F)c(F)cc(F)c2F)n1)c1cccc(Cn2cc([N+](=O)[O-])cn2)c1 | 23 | 11 | -6 | -6 | 4 | -1.2 | -6 | 0 | 10
CCOc1ccc(NC(=O)CN(C)C(=O)c2sc3ccccc3c2Cl)cc1OCC | 8 | -7 | 18 | 17 | 2 | -0.9 | 7 | -1 | 1
CC1CCN(S(=O)(=O)CCNC(=O)c2ccccc2)CC1 | 14 | -1 | -11 | -4 | -18 | 4.3 | -2 | -4 | -1
O=C(Nc1ccc(F)cc1)C1CCN(C(=O)c2ccc(F)cc2)CC1 | 18 | 3 | -7 | 7 | -2 | 0.1 | 10 | -2 | 12

Taken from the entries so far (2 entries):
SMILES | Mdm2 MdmX PPI | Jurkat NFkB inh | CCR6 antag | 697 NFkB inh | Gli-Sufu antag | CHOP UPR activ | CXCR6 block | XBP1 UPR activ | EBI2 antag
COC(=O)c1c(NC(=O)CS(=O)(=O)c2ccccc2)sc(C)c1C | 2 | 12 | 8 | -27 | -11 | 1.1 | -6 | -1 | 5
CC(=O)OCCn1c(C)[n+](CCOC(C)=O)c2cc(Cl)c(Cl)cc21 | -2 | 11 | 8 | 23 | 0 | 0.1 | -8 | 0 | -2

Further records.
SMILES | Mdm2 MdmX PPI | Jurkat NFkB inh | CCR6 antag | 697 NFkB inh | Gli-Sufu antag | CHOP UPR activ | CXCR6 block | XBP1 UPR activ | EBI2 antag
CCCC(=O)Nc1ccc(NC(=O)c2ccco2)c(OC)c1 | -42 | -51 | -3 | -44 | -18 | 2.3 | -3 | 2 | -5
CCN(CC)C(=O)Cn1cc(SCC(=O)NC)c2ccccc21 | 14 | -8 | 7 | -13 | -2 | -2.4 | -8 | -4 | -4
COc1ccc(/C=C/C(=O)Nc2nc(C)c(C(=O)N(C)C)s2)cc1OC | 16 | 15 | -5 | 12 | -2 | 0.3 | -10 | -1 | -16
COc1ccc(Cc2nnc(SC)[nH]c2=O)cc1OC | -21 | 2 | 5 | 10 | 7 | 1.2 | -8 | -1 | -6
CCOC(=O)c1[nH]c2c(c1C)C(=O)CC(c1ccc(OC)c(OC)c1)C2 (configuration not stated) | 6 | -8 | -10 | -12 | 9 | -0.6 | -15 | -3 | -7
CCCCOc1ccc(N(CC(=O)NC2CCCCC2)C(=O)CCC(=O)Nc2ccccn2)cc1 | 7 | 7 | -2 | 16 | -10 | 0.3 | 5 | -1 | 4
CC(C)[C@H](NC(=O)c1ccccc1)C(=O)OCC(=O)c1ccccc1F | -6 | 11 | 5 | 9 | x | -0.1 | 2 | 2 | 7
O=C(Cn1ncc2c([nH]c3ccccc32)c1=O)N1CCN(c2ccccn2)CC1 | 5 | 11 | 17 | -10 | -26 | -0.9 | 3 | -2 | -14
O=C(Nc1ccc(Cl)cc1)c1ccc(Br)cc1F | -179 | -146 | 9 | -129 | -116 | 1.6 | -1 | 1 | 27
COc1cccc(CN(C)CC(=O)Nc2ccccc2N2CCOCC2)c1OC | 13 | 4 | 20 | 12 | 22 | -0.4 | 8 | 0 | 0

High-throughput results from PubChem.
